# MITF inh: MITF inhibitors, primary screen, biochemical, AlphaScreen, human; Microphthalmia-associated transcription factor (Homo sapiens), O75030; AlphaScreen MITF homodimerization, bead proximity signal; inhibition, % at 2.6 µM; actives 0.91% (n = 650,000); in the data active = inhibition above about 50%;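 note: 0% = vehicle wells with protein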
# Target sequence (O75030 whole entry, looked up): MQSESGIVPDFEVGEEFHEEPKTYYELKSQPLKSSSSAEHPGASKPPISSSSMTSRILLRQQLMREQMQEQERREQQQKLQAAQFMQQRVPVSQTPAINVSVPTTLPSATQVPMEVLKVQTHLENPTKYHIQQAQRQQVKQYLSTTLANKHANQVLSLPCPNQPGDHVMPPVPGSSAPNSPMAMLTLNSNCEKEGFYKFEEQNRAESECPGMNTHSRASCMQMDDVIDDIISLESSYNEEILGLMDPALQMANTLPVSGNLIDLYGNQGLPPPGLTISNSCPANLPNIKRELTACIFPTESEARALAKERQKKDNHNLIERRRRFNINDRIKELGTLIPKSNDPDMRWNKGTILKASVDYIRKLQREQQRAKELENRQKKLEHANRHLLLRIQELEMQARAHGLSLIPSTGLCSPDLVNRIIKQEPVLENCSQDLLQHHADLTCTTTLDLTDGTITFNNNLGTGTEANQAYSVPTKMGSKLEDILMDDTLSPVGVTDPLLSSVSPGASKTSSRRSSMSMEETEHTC
# TEAD-YAP block: TEAD-YAP interaction inhibition, primary screen, TEAD-YAP interaction inhibitor project, luminescence, HEK-TIYL cells. TEAD-Gal4/YAP UAS-luciferase luminescence. inhibition, % at 9.12 µM. actives 1.4% (n = 640,000); in the data active = inhibition above about 32%;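 note: 0% = median of test compound wells and 100% = reference inhibitor wells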
# GPR151 activ: activators of human GPR151, primary screen, cell-based, PathHunter beta-arrestin, luminescence; PathHunter beta-arrestin GPR151 cells; activation, % at 11.2 µM; actives 1% (n = 650,000); AID 1508602, 2020; in the data active = activation above about 4.9%;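 note: 0% = median of compound wells and 100% = cells with positive control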
# Target sequence (Q8TDV0 whole entry, looked up): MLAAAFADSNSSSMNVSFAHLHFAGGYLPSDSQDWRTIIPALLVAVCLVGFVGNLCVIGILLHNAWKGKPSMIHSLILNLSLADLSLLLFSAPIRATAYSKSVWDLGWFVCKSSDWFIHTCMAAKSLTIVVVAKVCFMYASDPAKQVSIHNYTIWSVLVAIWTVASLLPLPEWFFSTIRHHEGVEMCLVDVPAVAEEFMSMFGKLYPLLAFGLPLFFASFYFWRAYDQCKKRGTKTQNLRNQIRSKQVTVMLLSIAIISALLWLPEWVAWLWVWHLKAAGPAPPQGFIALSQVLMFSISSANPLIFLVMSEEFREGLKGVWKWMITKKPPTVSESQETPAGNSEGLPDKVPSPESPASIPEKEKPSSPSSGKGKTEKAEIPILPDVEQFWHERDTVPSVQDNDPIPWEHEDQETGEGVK
# FBW7 activator: FBW7 E3 ligase activators, primary screen, biochemical, AlphaScreen, human | F-box/WD repeat-containing protein 7 (Homo sapiens), Q969H0 | AlphaScreen FBW7–phospho-cyclin E peptide binding, activator screen | normalized activity (activation), % at 26.1 µM | actives 0.13% (n = 650,000); in the data active = normalized activity above about 1.9%;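 note: purified mutant Fbw7 with reduced substrate affinity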
# Numbers without * were called inactive; · = not tested or not shown; & = joins results of further samples.
# The line under a structure holds: MITF inh, TEAD-YAP block, GPR151 activ, FBW7 activator
> COc1cccc(-c2noc(-c3ccncc3)n2)c1
→ 0, -65, -1.3, -0.1
> S=c1[nH]nc(-c2cccc(Cl)c2)n1-c1ccccc1
→ 10, 10, -0.3, 0.2
> CCCC(=O)Nc1cc(=O)n(C)c(=O)n1C
→ -4, 7, -1.3, 0.2
> COc1cc(/C=C2/SC(=S)NC2=O)cc(I)c1O
→ 8, 0, 0.4, -0.1
> O=C(NCc1ccccc1)N1CCn2c(nc3ccccc32)C1
→ 6, 0, -0.1, 0.8
> Cc1nn(C)cc1CNC(=O)C1C2CCC(O2)C1C(=O)O (stereo not given)
→ 17, 10, -1.3, 0.7
> O=C(NC12CC3CC(CC(C3)C1)C2)c1ccc(F)cc1F
→ 17, 3, -1.2, 0.7
> O=C1C=CC(=O)N1c1ccc(Sc2ccc([N+](=O)[O-])cc2)cc1
→ -3, 2, 0.3, -0.2
> O=S(=O)(Cc1ccccc1Cl)Nc1ccc(Br)cc1
→ 14, 9, 0.6, 0.1
> O=C(NCCc1ccccc1)C(Cc1ccccc1)NS(=O)(=O)c1ccc(F)cc1 (stereo not given)
→ 6, 7, -0.6, 0.1
> Cc1cccc(-n2cc(-c3ccccc3)c3c(N4CCN(c5ccccc5Cl)CC4)ncnc32)c1
→ -6, 0, -0.1, 0.1
> COc1ccc(CCN2CCC(N(CC3CC3)C(=O)NC(C)C)CC2)cc1
→ 13, -1, 2.6, 0.2
> Cc1ccc(C2CC(c3ccc(Br)cc3)Nc3nc(N)nn32)cc1 (stereo not given)
→ 5, 1, -1.2, -0.1
> Cc1cc(/C=C(\C#N)C(=O)NC2CC2)c(C)[nH]1
→ 9, -45, -3.2, 0.2
> Cc1ccn2c(C(=O)NCc3cccs3)c(C)nc2c1
→ 8, -6, 0.3, 0.3
> Cc1nnc(NC(=O)CSc2nnc3[nH]c(=O)c(C)c(C)n23)s1
→ 2, -5, -1.5, 0.1
> Cc1ccc(S(=O)(=O)Nc2nc(NC(C)C)nc(NC(C)C)n2)cc1
→ 8, 6, -0.2, 0.1
> COC(=O)c1sc(NC(=O)C2CCCCC2)c(C#N)c1C
→ -23, 1, -0.5, -0.1
> COc1ccc(-c2nnn(CC(=O)N3CCN(c4ccccc4OC)CC3)n2)cc1OC
→ 3, 0, -0.3, -0.1
> CC(=O)N1CCc2cc(S(=O)(=O)NC(CC(C)C)C(=O)Nc3nccs3)ccc21 (stereo not given)
→ -11, 1, -0.3, 0.0
> CCCn1cc(S(=O)(=O)CC(=O)Nc2cccc(C)c2)c2ccccc21
→ -17, -1, 0.8, -0.1
> Cc1ccc(NCN2C(=O)C(=O)c3ccccc32)nc1
→ 15, 1, 0.0, -0.2
> CCn1c(=O)cc(SCC(=O)NCC(OC)OC)c2ccccc21
→ -2, -2, 4.1, 0.0
> Cc1ccc(S(=O)(=O)N(C)C2CC(C3OCCO3)CCC2O)cc1 (stereo not given)
→ 13, 4, -0.8, -0.1
> Cc1ccc(Oc2ccc(N3C(=O)c4ccc(Oc5cccc([N+](=O)[O-])c5)cc4C3=O)cc2)cc1
→ -4, -10, -0.7, -0.1
> O=C(Nc1ccccc1F)c1cn(-c2ccc(F)cc2F)c(=O)c2ccccc12
→ 1, 4, 0.6, 0.0
> O=C(Nc1c(F)cc(F)cc1Br)c1cc(-c2ccc3c(c2)OCO3)on1
→ -8, -3, -2.0, -0.2
> Nc1ccc(NC(=O)CSc2nnc(CNc3ccc(F)cc3)n2-c2ccccc2)cc1
→ 6, 8, 0.7, -0.2
> Cc1c(Cl)cccc1N(CC(=O)Nc1ccc(F)cc1F)S(C)(=O)=O
→ 4, 0, 4.8, 0.1
> COc1cc(C2CC(=O)c3cnc(NC(C)=O)nc3C2)cc(OC)c1OC (stereo not given)
→ -1, 14, 1.0, -0.1
> O=C1C2C(C(=O)N1/N=C/c1cccc3ccccc13)C1C=CC2C12CC2 (stereo not given)
→ -8, 1, -1.1, 0.0
> O=C(Nc1nc(-c2ccc([N+](=O)[O-])cc2)cs1)c1cccnc1Cl
→ 4, 5, 0.7, 0.0
> COc1ccc(C)cc1S(=O)(=O)N(CC(=O)O)c1ccc(C)cc1
→ 6, 9, 1.6, 0.1
> COc1ccccc1-n1ncc2c(=O)[nH]c(SCc3ccccc3Cl)nc21
→ 2, -18, 0.5, 0.2
> O=C(/C=C\NCC(=O)c1ccccc1)c1ccc(Cl)c(Cl)c1
→ 0, -6, 1.0, 0.1
> C[C@@H]1CN(Cc2nnnn2CC(=O)N2CCCN(C3CCCCC3)CC2)C[C@H](C)O1
→ -6, -12, -0.8, 0.2
> Cc1ccccc1-n1nc2c(c1NC(=O)CCC1CCCC1)CS(=O)(=O)C2
→ -2, -5, -0.1, 0.0
> CCOc1ccc(OC(=O)c2ccncc2)cc1
→ 7, 0, -0.5, 0.1
> CCOc1ccc2nc(SCC(=O)Nc3ccc4c(c3)OCCO4)c(C#N)cc2c1
→ 5, 5, 6.4*, -0.1
> O=C(c1cc(-c2cccs2)[nH]n1)N1CCN(C(=O)c2ccco2)CC1
→ 8, -5, 0.4, 0.1
> O=C(c1ccc(Cl)cc1Cl)N1CCN(c2ccc(-c3ccncc3)nn2)CC1
→ -12, -21, -0.7, -0.3
> CC1(C)Cc2nc3[nH]nc(NC(=S)NC(=O)c4ccccc4)c3cc2CO1
→ 12, 0, -0.9, 0.0
> Cc1ccc(CN2CCNC(=O)C2CC(=O)N(C)Cc2cnccn2)cc1 (stereo not given)
→ 17, 0, -0.4, 0.0
> CC(=O)Oc1cccc(/C=C2/C(=O)NN(c3cccc(Cl)c3)C2=O)c1
→ 10, -5, -0.3, 0.2
> NCCCCCCNS(=O)(=O)c1cccc2c(Cl)cccc12
→ 4&-20, -10, 3.1&1.2, 0.1&0.1
> O=C1NC(=O)N(c2ccc(Br)cc2)C(=O)/C1=C/c1ccc2c(c1)OCO2
→ -6, -10, -1.6, 0.1
> COC(=O)c1cc(NC(=O)c2cccc(Cl)c2)cc(C(=O)OC)c1
→ 5, -3, -2.1, 0.0
> Cc1ccc(C#C[C@@H]2C=C[C@H](Oc3ccc4c(c3)OCO4)[C@@H](CO)O2)c(C)c1
→ -5, ·, 2.6, 0.0
> Cc1cccc(N2C(=O)NC(=O)/C(=C\c3cc(Br)c(O)c([N+](=O)[O-])c3)C2=O)c1
→ 13, 5, -1.2, -0.1
> Cc1ccc(N2C(=O)c3ccc(C(=O)OCc4ccccc4)cc3C2=O)cc1
→ 2, 5, 0.0, 0.1

# Following part
# The line under a structure holds: MITF inh, TEAD-YAP block, GPR151 activ, FBW7 activator
> CCCCC1=NN2C(=N)/C(=C/c3ccc(OCCOc4cc(C)ccc4C)cc3)C(=O)N=C2S1
→ 3, 0, -0.9, 0.3
> C/C(=N\NC(=O)CCC(=O)Nc1ccccc1)c1ccc2ccccc2c1
→ 19, 6, -0.7, -0.1
> CCN1CCN(C(=O)CC(=O)OC)C(C(=O)N2CCOCC2)C1 (stereo not given)
→ 3, -2, 0.3, 0.5
> O=C(Nc1ccc(S(=O)(=O)Nc2ncccn2)cc1)C(c1ccccc1)c1ccccc1
→ 21, -2, 7.1*, 1.4
> CCOc1ccc(C(=O)COC(=O)CC)cc1
→ -5, 11, -0.5, -0.3
> COC(=O)C(Cc1ccc(O)cc1)NC(=O)C(C)Oc1ccccc1 (stereo not given)
→ 16, -4, -1.1, 0.3
> CCc1ccc(NC(=O)CSc2ncnc3c2cnn3-c2ccc(F)cc2)cc1
→ 7, 5, -0.3, -0.1
> COc1ccc(-n2cc(C(=O)Nc3cccc(NC(C)=O)c3)c3ccccc3c2=O)cc1
→ 11, 30, 0.6, 0.4
> CCn1c(=O)n(CC(=O)N2CCN(c3cccc(Cl)c3)CC2)c(=O)c2ccccc21
→ -6, -2, -2.2, 0.0
> Cc1cc(C)c(Cc2c(C)nc3c(C(=O)NCCc4ccc(Cl)cc4)cnn3c2C)c(C)c1
→ -3, 1, 0.3, -0.1
> COc1ccc2c(c1)c(/C=C/c1nc3ccccc3c(=O)n1C)c(C)n2C
→ -1, 6, 0.0, 0.1
> COc1cc2nc(Nc3ncccn3)nc(Nc3ccc(N4CCOCC4)cc3)c2cc1OC
→ 18, 0, -1.7, 0.1
> O=C(CSc1nnc(-c2ccccc2[N+](=O)[O-])o1)c1cccs1
→ 5, -32, 0.2, -0.4
> COc1ccc(NC(=O)N2CCN(c3cc(-n4nc(C)cc4C)ncn3)CC2)cc1Cl
→ 0, -12, 1.3, -0.1
> Cc1ccc(Cl)cc1NC(=O)N[C@H]1C[C@H]2C(=O)N[C@H](Cc3ccccc3)C(=O)N2C1
→ -6, -11, -1.1, -0.3
> O=C(COn1nnc2ccc([N+](=O)[O-])cc21)Nc1ccc(Br)cn1
→ 11, -1, 0.1, 0.1
> CCOc1ccccc1NC(=O)CN(c1ccc(Cl)c(Cl)c1)S(C)(=O)=O
→ -7, -5, 1.3, -0.3
> CCOC(=O)c1oc2cc(O)ccc2c(=O)c1-c1ccc2c(c1)OCCO2
→ 2, -5, 1.6, 0.1
> CC(C)CN1CCN(Cc2cc(C(C)C)n[nH]2)CC1CCO (stereo not given)
→ -3, 3, -1.1, -0.1
> CCOc1ccc2nc3c(cc2c1)CN(CCOC)C(=NCCOC)S3
→ 1, -77, 2.7, -0.4

# In the list so far, these have a cyano group.
# The line under a structure holds: MITF inh, TEAD-YAP block, GPR151 activ, FBW7 activator
> Cc1cc(/C=C(\C#N)C(=O)NC2CC2)c(C)[nH]1
→ 9, -45, -3.2, 0.2
> COC(=O)c1sc(NC(=O)C2CCCCC2)c(C#N)c1C
→ -23, 1, -0.5, -0.1
> CCOc1ccc2nc(SCC(=O)Nc3ccc4c(c3)OCCO4)c(C#N)cc2c1
→ 5, 5, 6.4*, -0.1

# Remaining list, next part.
# The line under a structure holds: MITF inh, TEAD-YAP block, GPR151 activ, FBW7 activator
> COc1cc(C(=O)Nc2ccc(N(C)C(C)=O)cc2)c([N+](=O)[O-])cc1OC
→ -4, 7, 1.0, 0.2
> COc1ccc(/C=C/C(=O)O)cc1S(=O)(=O)NC(C)C
→ 4, 4, 4.2, 0.2
> CC1=NN2C(=N)/C(=C/c3cn(CCOc4c(C)cccc4C)c4ccccc34)C(=O)N=C2S1
→ 3, 12, -1.2, 0.1
> O=C(c1cc2ccccn2n1)N1CCN(c2ccc(Cl)nn2)CC1
→ 16, -8, -0.4, 0.1
> CCNS(=O)(=O)c1cc(OC)c(OC)cc1Br
→ -31, -12, 0.3, 0.3
> Cc1cc(NC(=O)CSc2nc(-c3ccccc3)cc(=O)[nH]2)no1
→ -13, -4, 2.5, -0.1
> O=C1N[C@@H](Cc2cnc[nH]2)C(=O)N2CCN(Cc3ccccc3)C[C@H]12
→ -2, -13, -1.1, -0.3
> COc1cc2cc3c(N)c(C(=O)NCc4ccc5c(c4)OCO5)sc3nc2cc1OC
→ -1, -7, -0.3, 0.1
> CC(Cc1ccccc1)NC(=O)c1ccncc1 (stereo not given)
→ -1, 14, -0.8, 0.2
> O=c1c2ccccc2nc(SCc2cccc(Br)c2)n1Cc1ccco1
→ 1, 8, 0.1, 0.0
> CS(=O)(=O)N1CCN(S(=O)(=O)c2ccc(C(=O)O)cc2)CC1
→ -7, -6, 2.8, 0.0
> COC(=O)C1=C(C)NC2=C(C(=O)CC(c3ccc(OC)c(OC)c3)C2)C1c1cc(OC)ccc1OC (stereo not given)
→ 3, 11, -0.1, 0.2
> CC1(C)CC(=O)C(C=NCCN2CCN(C(=O)C34CC5CC(CC(C5)C3)C4)CC2)=C(O)C1
→ 16, -13, 0.3, 0.2
> O=C(CCCCCN1C(=O)c2ccccc2C1=O)NCCc1ccccc1
→ 7, 5, -0.2, 0.3
> COc1ccc(CC(=O)Nc2ccc(C(=O)O)cc2)cc1OC
→ 2, -7, 0.6, 0.1
> CSc1nc(C)cc(C)c1CNC(=O)c1cccc([N+](=O)[O-])c1C
→ -10, 4, 1.7, 0.0
> CCN1CCN(C(c2ccccc2F)c2nnnn2Cc2ccccc2)CC1 (stereo not given)
→ 7, -6, 0.3, -0.1
> C/C(CC(=O)Nc1ccc(C)c(Cl)c1)=N\NC(=O)C1CCCCC1
→ 3, -4, 0.2, 0.2
> COC(=O)c1sc2nc(C(F)(F)F)cc(C)c2c1N
→ -6, 8, 0.1, 0.1
> COC(=O)c1ccc(C2C(C#N)=C(N)Oc3n[nH]c(-c4ccc(OC)cc4)c32)cc1 (stereo not given)
→ -1, -9, 0.4, 0.0
> O=C(c1cccc([N+](=O)[O-])c1)N1CCN=C1SCc1ccccc1
→ 1, -6, -0.3, 0.1
> COc1ccc(C2=N/C(=C\c3cc(Br)cs3)C(=O)O2)cc1OC
→ 3, -12, 0.6, -0.1
> CCc1ccc(-c2csc(NC(=O)c3ccc(S(=O)(=O)N4CCc5ccccc54)cc3)n2)cc1
→ 9, -5, -0.7, 0.4

# Shown bar-delimited: part of the list above.
Molecule | MITF inh | TEAD-YAP block | GPR151 activ | FBW7 activator
Cc1ccc(C2CC(c3ccc(Br)cc3)Nc3nc(N)nn32)cc1 (stereo not given) | 5 | 1 | -1.2 | -0.1
Cc1ccc(C#C[C@@H]2C=C[C@H](Oc3ccc4c(c3)OCO4)[C@@H](CO)O2)c(C)c1 | -5 | · | 2.6 | 0.0
COc1cccc(-c2noc(-c3ccncc3)n2)c1 | 0 | -65 | -1.3 | -0.1

# Single records, as listed above.
# Record of O=C(NCCc1ccccc1)C(Cc1ccccc1)NS(=O)(=O)c1ccc(F)cc1 (stereo not given) → MITF inh: 6; TEAD-YAP block: 7; GPR151 activ: -0.6; FBW7 activator: 0.1
# Record of O=C(Nc1ccccc1F)c1cn(-c2ccc(F)cc2F)c(=O)c2ccccc12 → MITF inh: 1; TEAD-YAP block: 4; GPR151 activ: 0.6; FBW7 activator: 0.0
